Source: PubChem BioAssay
RGS4 block: human RGS4 inhibition. P49798. HEK293 M3R/RGS4 inducible, Fluo-4 calcium flux; stronger effect = higher value; triggered by carbachol at its EC20. B-score at 10 µM. 0.45% of 310,000 active. AID 463165;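 active = B-score, a plate-corrected calcium signal, over three deviations above library mean, with baseline fluorescence within five deviations of library mean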;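 note: RGS4 expression induced by doxycycline in cells with stable M3 receptor; B-score is computed from the integrated fluorescence ratio over baseline after carbachol; higher B-score means a larger calcium signal and so more RGS4 inhibition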
Target sequence (P49798 whole entry, looked up): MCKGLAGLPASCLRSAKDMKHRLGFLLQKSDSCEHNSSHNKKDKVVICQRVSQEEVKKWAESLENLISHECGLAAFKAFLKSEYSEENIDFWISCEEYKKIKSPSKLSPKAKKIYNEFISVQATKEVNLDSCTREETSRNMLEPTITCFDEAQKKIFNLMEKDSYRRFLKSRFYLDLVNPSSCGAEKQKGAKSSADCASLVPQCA
hERG rescue: shields human hERG channel from block by proarrhythmic agents. CHO-hERG, FluxOR thallium flux, dofetilide IC70 present. activation (rescue from dofetilide block), less the hit threshold, % at 10 µM. 0.51% of 310,000 active. AID 1511;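 active = activation above the mean of controls blocked by dofetilide plus 5 SD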;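 note: thallium influx through hERG after potassium depolarization seen as dye fluorescence rise; in these data hits start at about 4.7%; inactives centre near -7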
PolyA inhibitor: inhibitors of polyadenylation in S. cerevisiae; S. cerevisiae SKY197-pL101 polyadenylation reporter, beta-gal luminescence; efflux-impaired pdr1/pdr3 knockout yeast; score 100 = 6 SD above DMSO; calls only at 12 µM; 0.02% of 300,000 active;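 active = lowest replicate activity score at least 50, where 100 means six control SD above control mean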;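 note: yeast exposed to compound for 9 h at 30 °C; higher score means more reporter readthrough which indicates perturbed polyadenylation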
GSK3 alpha inh: inhibitors of human GSK-3 alpha kinase; inhibition, % at 10 µM; AID 2650; ADP-Glo luminescence, 60 min; P49840; 0.1% of 320,000 active;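 in the data active = inhibition above about 50%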;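 note: GST-tagged GSK-3 alpha with peptide substrate and 25 µM ATP; 0% = DMSO neutral wells and 100% = GW8510 positive control wells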
Target sequence (P49840 whole entry, looked up): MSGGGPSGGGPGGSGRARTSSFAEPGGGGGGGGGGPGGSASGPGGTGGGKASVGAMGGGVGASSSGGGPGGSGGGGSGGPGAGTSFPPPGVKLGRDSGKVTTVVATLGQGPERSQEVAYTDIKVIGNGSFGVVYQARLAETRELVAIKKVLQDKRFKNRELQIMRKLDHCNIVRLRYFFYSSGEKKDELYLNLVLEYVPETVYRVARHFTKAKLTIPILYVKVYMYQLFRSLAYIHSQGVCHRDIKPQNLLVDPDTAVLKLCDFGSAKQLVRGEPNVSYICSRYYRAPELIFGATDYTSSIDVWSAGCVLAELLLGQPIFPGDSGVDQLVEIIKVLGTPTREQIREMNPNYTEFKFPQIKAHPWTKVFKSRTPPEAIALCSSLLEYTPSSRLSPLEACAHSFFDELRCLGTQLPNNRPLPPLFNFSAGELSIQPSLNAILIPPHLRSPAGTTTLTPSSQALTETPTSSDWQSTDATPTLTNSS
KCNQ1 inh: human KCNQ1 channel inhibition | B-score at 10 µM | CHO-K1 KCNQ1, FluxOR thallium flux fluorescence; stronger effect = higher value | 1.3% of 310,000 active | P51787;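 active = compounds whose thallium flux B-score, printed positive for inhibition, exceeds three library SD while starting fluorescence stays within three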;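 note: channel opened by potassium depolarization with thallium stimulus after 20 min compound exposure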
KCNK3 block: human KCNK3 channel inhibition, primary screen; CHO-KCNK3 thallium flux, FluxOR fluorescence; stronger effect = lower value; B-score at 10 µM; O14649; 0.84% of 340,000 active;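 active = B-score under library mean minus 4 SD, starting fluorescence ratio at most library mean plus 5 SD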;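 note: more negative B-score means stronger inhibition of thallium flux through KCNK3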
Dyrk1A ADPGlo: inhibitors of rat Dyrk1A kinase. inhibition, % at 12.5 µM. ADP-Glo luminescence, NFATc1 peptide. 0.43% of 310,000 active. Q63470. AID 504441; in the data active = inhibition above about 50%;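 note: plate controls were vehicle with enzyme for no effect and no enzyme for full effect; many of its hits are not listed in these tables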
GSK3B inh: inhibitors of human GSK3beta kinase | P49841 | GST-GSK3beta kinase, ADP-Glo luminescence, 60 min; stronger effect = lower value | activity score (negative = inhibition), % at 10 µM | AID 2097 | 0.038% of 300,000 active;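 active = more than half of replicate wells score below -50%, meaning over 50% inhibition versus plate controls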;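 note: 0% = median DMSO wells and -100% = median GW8510 positive control wells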
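Test system: GST-tagged human GSK3beta kinase, cell-free; evaluation: activity score scaled between in-plate DMSO and GW8510 controls; measured by: ADP-Glo luminescence; incubation: 60 min reaction, RT; benchmarks: DMSO and 20 µM GW8510; reagent: peptide substrate plus 25 µM ATP (final); medium: Tris/MgCl2 kinase buffer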
RGS4 pot: RGS4 potentiation or activation. HEK293 M3R/inducible RGS4, carbachol calcium flux Fluo4; stronger effect = lower value. B-score at 10 µM. 0.92% of 310,000 active;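 active = B-score of the integrated calcium signal more than 4 SD below the library mean, with starting fluorescence not abnormally high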;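 note: negative B-score means reduced calcium response which marks RGS4 activation or potentiation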
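test system = M3R-expressing HEK293 line, RGS4 induced by doxycycline | probe or stimulus = carbachol at ECmax as muscarinic agonist stimulus | timing = dye loading 30 min 37 °C, buffer rest 30 min RT | signal = calcium dye Fluo4 fluorescence | evaluation = B score from integrated fluorescence ratio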
KCNQ1 act: potentiates or activates the human KCNQ1 potassium channel; P51787; 0.35% of 310,000 active; B-score at 10 µM; CHO-K1 KCNQ1, thallium flux FluxOR fluorescence; stronger effect = higher value;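 active = fluorescence ratio B-score, a plate-corrected score, at least three library SD, with initial intensity B-score within 5 SD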
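System: Stable KCNQ1 CHO-K1 line | Incubation: 90 min dye loading and 20 min compound exposure, both at room temperature | Measure: Ratio B score | Medium: Assay buffer for compound exposure, DMSO matched across wells | Compound dosing: Single-concentration screen | Probe or stimulus: K+/Tl+ depolarizing stimulus | Measured by: Kinetic FluxOR fluorescence, 10 s baseline plus 110 s post-stimulus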
KCNK9 inh: inhibitors of human KCNK9 two-pore domain potassium channel | 1.2% of 310,000 active | Q9NPC2 | AID 488922 | HEK293 KCNK9, FluxOR thallium flux fluorescence; stronger effect = lower value | B-score at 10 µM;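 active = ratio B-score over 3 SD below the library mean, with starting fluorescence within 5 SD of its mean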;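 note: negative B-score means less thallium flux so channel inhibition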
Target sequence (Q9NPC2 whole entry, looked up, the tested form may be a part): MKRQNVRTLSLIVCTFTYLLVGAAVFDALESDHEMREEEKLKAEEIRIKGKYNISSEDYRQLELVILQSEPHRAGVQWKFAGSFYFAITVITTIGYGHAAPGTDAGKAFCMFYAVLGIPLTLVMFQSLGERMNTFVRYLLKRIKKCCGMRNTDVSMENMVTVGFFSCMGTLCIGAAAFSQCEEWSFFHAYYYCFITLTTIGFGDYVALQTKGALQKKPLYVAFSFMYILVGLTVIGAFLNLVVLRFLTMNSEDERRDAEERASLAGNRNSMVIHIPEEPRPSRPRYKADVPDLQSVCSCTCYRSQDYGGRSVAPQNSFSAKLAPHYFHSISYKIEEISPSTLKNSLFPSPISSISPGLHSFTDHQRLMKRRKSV
* marks the source's active call; other numbers are inactive results; i = inactive; x = no result given. Not all compounds are listed; the hit share may differ from the screen's.

SMILES | RGS4 block | hERG rescue | PolyA inhibitor | GSK3 alpha inh | KCNQ1 inh | KCNK3 block | Dyrk1A ADPGlo | GSK3B inh | RGS4 pot | KCNQ1 act | KCNK9 inh
Cc1cccc(-c2nc(NCCCN3CCOCC3)c3ccccc3n2)c1 | i | -11 | i | 0 | i | i | 3 | -2 | i | i | i
O=C(Nc1ccc2c(c1)OCO2)c1cc(-c2cccc(O)c2)on1 | i | -5 | i | -1 | i | i | -1 | 0 | i | i | i
COc1ccc(-c2noc(C3CCCN(C(=O)c4ccccc4)C3)n2)cc1 (stereo not given) | i | -16 | i | -1 | i | i | -7 | 2 | i | i | i
O=C(C1CCC(Cn2c(=O)[nH]c3ccccc3c2=O)CC1)N1CCN(c2ccccc2)CC1 (stereo not given) | i | -3 | i | -2 | i | i | -1 | 2 | i | i | i
COc1cc(C)nc(N2CCCC(C(=O)Nc3cccc(Cl)c3C)C2)n1 (stereo not given) | i | -5 | i | -3 | i | i | -5 | 0 | i | i | i
Cc1cc(Nc2ccc(Br)cc2F)n2ncnc2n1 | i | -8 | i | x | i | i | 5 | -2 | i | i | i
CCOC(=O)c1cc(NC(=O)c2ccc(Cl)cc2)c(=O)n2c1oc1ccc(Cl)cc12 | i | -1 | i | -1 | i | i | -2 | 1 | i | i | i
CCCCN(CC)CCNC(=O)c1ccc2c(Cl)c3c(nc2c1)CCC3 | i | -10 | i | 4 | i | i | 19 | -2 | i | i | i
O=C(COC(=O)Cn1cnc2ccccc21)NCCCc1ccccc1 | i | -1 | i | -11 | i | i | -3 | 2 | i | i | i
COc1cc2c(cc1/C=C1/NC(=O)N(c3ccccc3)C1=O)OCO2 | i | -5 | i | 0 | i | i | -5 | -3 | i | i | i
O=c1c2ccccc2nc(-c2ccco2)n1/N=C/c1ccco1 | i | -7 | i | 6 | i | i | -2 | -1 | i | i | i
CCOc1ccc(NC(=O)COC(=O)c2ccc3c(c2)C(=O)N(CCc2ccccc2)C3=O)cc1 | i | -3 | i | 0 | i | i | 4 | -26 | i | i | i
CN(C)CCCN(C(=O)c1ccc2c(c1)CCCC2)c1nc2ccc(F)cc2s1 | i | -21 | i | 6 | i | i | -6 | -2 | i | i | i
CCCCn1c(N)c(N(CCC(C)C)C(=O)C2CCN(C(=O)c3ccccc3C)CC2)c(=O)[nH]c1=O | i | -13 | i | -2 | i | i | 18 | -1 | i | i | i
O=C(NCCO)C1(c2ccc(Cl)cc2)CCCC1 | i | -4 | i | -2 | i | i | -2 | 1 | i | i | i
COc1ccc2oc(-c3ccccc3)c(C(=O)N3CCOCC3)c2c1 | i | -17 | i | -2 | i | i | -1 | 3 | i | i | i
CCn1c(CNC(=O)c2cccs2)nnc1SCC(=O)Nc1ccc(Cl)cc1 | i | -8 | i | -4 | i | i | x | -1 | i | i | i
COc1ccccc1NC(=O)CN1C(=O)NC2(CCCCCCC2)C1=O | i | -12 | i | -1 | i | i | -1 | 1 | i | i | i
Cc1nn(-c2ccccc2)nc1CNC(=O)C1CC1 | i | -4 | i | -2 | i | i | x | 0 | i | i | i
CCOC(=O)N1CCN(C(=O)C2CC(=O)N(c3ccc(OC)cc3)C2c2ccc(OC)cc2)CC1 (stereo not given) | i | -9 | i | -1 | i | i | 3 | 1 | i | i | i
O=C(Nc1ccncc1)C1(c2ccccc2)CCCC1 | i | 1 | i | -2 | i | i | -2 | -3 | i | i | i
Cc1cccc(NC(=O)COc2coc(CN3CCN(c4ccccc4)CC3)cc2=O)c1C | i | -12 | i | -1 | i | i | 10 | -3 | i | i | i
COc1cccc(N(CC(=O)Nc2cccc(F)c2)S(C)(=O)=O)c1 | i | -2 | i | 1 | i | i | 2 | -1 | i | i | i
CCOc1cccc(-c2c(C(=O)N/N=C(\C)c3ccncc3)nnn2-c2nonc2N)c1 | i | -12 | i | 69* | i | i | 0 | -20 | i | i | i

Part of the list above, with two lines to a compound.
Values in the order: RGS4 block, hERG rescue, PolyA inhibitor, GSK3 alpha inh, KCNQ1 inh, KCNK3 block, Dyrk1A ADPGlo, GSK3B inh, RGS4 pot, KCNQ1 act, KCNK9 inh
COc1ccccc1NC(=O)CN1C(=O)NC2(CCCCCCC2)C1=O
    i, -12, i, -1, i, i, -1, 1, i, i, i
Cc1nn(-c2ccccc2)nc1CNC(=O)C1CC1
    i, -4, i, -2, i, i, x, 0, i, i, i
COc1ccc2oc(-c3ccccc3)c(C(=O)N3CCOCC3)c2c1
    i, -17, i, -2, i, i, -1, 3, i, i, i
O=C(Nc1ccncc1)C1(c2ccccc2)CCCC1
    i, 1, i, -2, i, i, -2, -3, i, i, i
Cc1cccc(NC(=O)COc2coc(CN3CCN(c4ccccc4)CC3)cc2=O)c1C
    i, -12, i, -1, i, i, 10, -3, i, i, i

(more compounds)
SMILES | RGS4 block | hERG rescue | PolyA inhibitor | GSK3 alpha inh | KCNQ1 inh | KCNK3 block | Dyrk1A ADPGlo | GSK3B inh | RGS4 pot | KCNQ1 act | KCNK9 inh
CCCN1C(=O)c2cc(C(=O)Nc3ccccc3C)ccc2C1Nc1ccccc1C (stereo not given) | i | -6 | i | -1 | i | i | -3 | -2 | i | i | i
CCN(CC)c1ccc(C2C(C(=O)OCCOC)=C(C)NC3=C2C(=O)CC(C)(C)C3)cc1 (stereo not given) | i | -11 | i | 0 | i | i | 0 | 0 | i | i | i
CCCCn1nnnc1SCC(=O)N(CC)CC | i | -13 | i | 0 | i | i | -8 | -1 | i | i | i
C=C1CCN([C@@H](Cc2ccccc2)C(=O)NCCCc2ccccc2)S(=O)(=O)c2ccccc21 | i | -10 | i | -2 | i | i | 12 | 6 | i | i | i
COc1ccc(C(C)n2c(C)c3c(C)nnc(C)c3c2C)cc1 (stereo not given) | i | -17 | i | 1 | i | i | 0 | -1 | i | i | i
Cc1ccc2nc(/C(C#N)=C\c3ccc(OC(=O)c4cccs4)cc3)[nH]c2c1 | i | -6 | i | -2 | i | i | -6 | 2 | i | i | i
COc1cc2ccccc2cc1C(=O)N1CCOCC1 | i | -3 | i | -3 | i | i | -1 | -2 | i | i | i
CC(C)[C@H](N[C@@H](C)c1ccccc1)c1c(O)ccc2ccccc12 | i | -2 | i | 1 | i | i | -3 | -2 | i | i | i
Cc1ccc(C(=O)Nc2sc(Cc3ccc4c(c3)OCO4)c(C)c2C(N)=O)cc1 | i | -6 | i | 0 | i | i | 2 | 1 | i | i | i
Nc1c(C(=O)C2CC2)sc2nc(-c3ccccc3)cc(C(F)(F)F)c12 | i | -18 | i | -5 | i | i | 5 | 2 | -9.3* | i | i
COc1ccc(/C=C/C(=O)NCc2cn(C)nc2C)cc1COc1ccc(Br)cc1 | i | -11 | i | 2 | i | i | -7 | 0 | i | i | i
CCOc1ccc(NC(=O)CCN2CCN(c3ccccc3F)CC2)cc1 | i | -9 | i | -2 | i | i | 4 | 1 | i | i | i
CCCCn1c(N)c(N(CCOC)C(=O)c2ccc(C)c(S(=O)(=O)N3CCCCC3)c2)c(=O)[nH]c1=O | i | -13 | i | -1 | i | i | -8 | 4 | i | i | i
O=C(O)CCSCCCN1C(=O)c2cccc3cccc(c23)C1=O | i | -12 | i | -3 | i | i | -1 | -4 | i | i | i
COc1ccc(NC(=S)N=Nc2c(O)[nH]c3ccccc23)cc1 | i | -12 | i | -2 | i | i | 3 | 0 | i | i | i
CCCCn1c(N)c(Sc2ccccc2[N+](=O)[O-])c(=O)[nH]c1=O | i | -5 | i | 0 | i | i | -5 | 0 | i | i | i
Cc1ccc(-c2c[n+](CC(=O)Nc3ccccc3)c3n2CCC3)cc1 | i | -8 | i | 1 | i | i | 7 | -19 | i | i | i
COc1ccc(S(=O)(=O)N2CCCC(C(=O)NCc3cccnc3)C2)cc1OC (stereo not given) | i | -12 | i | -3 | i | i | -2 | 2 | i | i | i
COc1ccc(F)cc1C(=O)C1CCCN(C(=O)CSc2ccccn2)C1 (stereo not given) | i | -11 | i | 3 | i | i | 6 | 3 | i | i | i
COc1ccc(N2CCN(C(=O)c3sc4ncn(CC(=O)N5CCCCC5C)c(=O)c4c3C)CC2)cc1 (stereo not given) | i | -3 | i | -3 | i | i | -4 | -1 | i | i | i
O=C(N/N=C1\C/C(=N\NC(=O)c2ccncc2)c2ccccc21)c1ccncc1 | i | 3 | i | 5 | i | i | 16 | -2 | i | i | i
Cc1ccc(NC(=O)Cc2csc(-c3ccccc3)n2)cc1F | i | -12 | i | -2 | i | i | -9 | -1 | i | i | i
C/C(N)=C(/C#N)C(=O)CSc1nnc(C)n1-c1ccccc1 | i | -5 | i | 3 | i | i | x | -2 | i | i | i
CCOC(=O)c1ccc(NCc2ccncc2)cc1 | i | -9 | i | 2 | i | i | 1 | -1 | i | i | i
COc1ccc(OCC(=O)Nc2ccc(C)c(S(=O)(=O)N(C)C)c2)cc1 | i | -13 | i | 5 | i | i | 1 | 2 | i | i | i
Fc1ccc(NC(=S)NC23CN4CN(CN(C4)C2)C3)cc1 | i | -10 | i | -1 | i | i | -2 | 2 | i | i | i
O=C(C1CCN(Cc2ccccc2)CC1)N1CCN(C/C=C/c2ccccc2)CC1 | i | -1 | i | 0 | i | i | 3 | 0 | i | i | i
CCN1CCN(C(=O)c2ccc3c(c2)c(C)c(C)n3Cc2ccccc2)CC1 | i | -11 | i | -1 | i | i | x | 1 | i | i | i
N#Cc1c(-c2ccccc2)nc(-c2ccccc2)nc1N1CCOCC1 | i | -4 | i | x | i | i | 8 | -1 | i | i | i
COc1ccc2oc(C(=O)OCC(=O)N3C(C)CCCC3C)c(C)c2c1 (stereo not given) | i | -16 | i | 0 | i | i | 9 | 1 | i | i | i
Cc1nc(NC(=O)c2ccc(F)cc2)nc2cc3c(cc12)OCO3 | i | -2 | i | 8 | i | i | -10 | 0 | i | i | i
C[C@@H]1C(NC(=O)c2ccccc2)CC2CC1C2(C)C (stereo not given in full) | i | -3 | i | 6 | i | i | -3 | 1 | i | i | i
